GPR55 beta-arrestin – GPR55 agonists via beta-arrestin recruitment, primary screen, imaging, U2OS cells, beta-arrestin-GFP redistribution (AID 1961); G-protein coupled receptor 55 (Homo sapiens); U2OS GPR55 beta-arrestin-GFP redistribution imaging; higher % means a stronger effect; activation, % at 10 µM; hits with a dose series show EC50 in µM; 290,000 tested, 0.048% active;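 active = activation above 40% with more than 50 cells counted in the well; inconclusive = wells holding fewer than 50 cells, flagged as toxic or sparse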;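 also: U2OS osteosarcoma cells stably expressing GPR55 and beta-arrestin-GFP; plate controls were DMSO negative control for no effect and LPI positive control for full effect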
GPR35 antagonists – GPR35 antagonists blocking zaprinast-driven arrestin recruitment, primary screen, imaging, U2OS, beta-arrestin-GFP, zaprinast agonist (AID 2058). G-protein coupled receptor 35 (Homo sapiens). U2OS GPR35 beta-arrestin-GFP translocation imaging, zaprinast antagonism; higher % means a stronger effect. inhibition, % at 10 µM; hits with a dose series show IC50 in µM. 290,000 tested, 0.052% active;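 active = inhibition of at least 50% with at least 30 cells and total cytoplasm GFP at most 10,000,000; inconclusive = under 30 cells or total GFP of 10,000,000 plus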
NOD1 NF-kB reporter – NOD1 signaling inhibitors, primary screen, cell-based, luminescence, uHTS (AID 1578) | NOD1-driven NF-kB luciferase reporter cells, luminescence; higher % means a stronger effect | 290,000 tested, 1% active | inhibition, % at 4 µM; hits with a dose series show EC50 in µM; in the data active = inhibition mostly above about 36%, no sharp cut-off; inactive = mostly below about 34%;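 also: HEK-293T reporter cells stimulated with the NOD1 agonist gamma-tri-DAP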
Dengue-2 NS5 capping – Dengue-2 NS5 methyltransferase inhibitors, primary screen, biochemical, confirmation dose response (AID 588689) | inhibition, % at 25 µM, or IC50 in µM where a hit was titrated | Dengue-2 NS5 methyltransferase capping enzyme assay, biochemical; higher % means a stronger effect | Genome polyprotein (Dengue virus type 2 (strain 16681-PDK53)) | 340,000 tested, 0.3% active; in the data active = a potency from the dose series; inconclusive = inhibition above about 29% without an active follow-up result
KOR beta-arrestin-1 – KOR agonists, beta-arrestin recruitment, primary screen, cell-based, luminescence, uHTS (AID 1777). Kappa-type opioid receptor (Homo sapiens). KOR beta-arrestin recruitment, luminescence; higher % means a stronger effect. activation, % at 10 µM, or EC50 in µM where a hit was titrated. 280,000 tested, 0.02% active; in the data active = activation above about 50%, passing the limit was not always enough; also: a part of the inactive calls stands beside numbers as strong as those of hits
KOR beta-arrestin-2 – KOR antagonists, beta-arrestin recruitment, cell-based, luminescence, uHTS (AID 1778); Kappa-type opioid receptor (Homo sapiens); KOR beta-arrestin recruitment, luminescence, antagonist mode; higher % means a stronger effect; one-dose inhibition, % at 10 µM; IC50 in µM for titrated hits; 290,000 tested, 0.091% active; in the data active = inhibition above about 50%; also: strong numbers were not always called active
HIV fusion peptide – inhibitors of HIV fusion peptide binding, primary screen, biochemical, uHTS, fluorescence dequenching (AID 1986); cell-free peptide binding, fluorescence dequenching, 30 min; higher % means a stronger effect; 290,000 tested, 0.3% active; one-dose inhibition, % at 20 µM; IC50 in µM for titrated hits; in the data active = inhibition mostly above about 52%, no sharp cut-off; inactive = mostly below about 76%; also: some results filed as inactive read as strong as hits
West Nile virus CPE – West Nile virus antiviral activity, cell-based, CPE readout (AID 1621) | 290,000 tested, 0.02% active | West Nile virus-infected cells, CPE inhibition; higher % means a stronger effect | CPE inhibition, % at 10 µM, or IC50 in µM where a hit was titrated; in the data active = a potency from the dose series; inconclusive = CPE inhibition mostly from about 3.7% at the one dose, without a potency; inactive = the rest, 99 in 100 with CPE inhibition below about 2.2%; also: strong numbers were not always called active
GPR55 LPI antagonism – GPR55 antagonists blocking LPI-driven arrestin recruitment, primary screen, imaging, U2OS, beta-arrestin-GFP, LPI agonist (AID 2013); G-protein coupled receptor 55 (Homo sapiens); U2OS GPR55 beta-arrestin-GFP translocation imaging, LPI antagonism; higher % means a stronger effect; inhibition, % at 10 µM; hits with a dose series show IC50 in µM; 290,000 tested, 0.13% active;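 active = spots per cell inhibited over 60%, with over 100 cells counted and total cytoplasm intensity under 500,000; inconclusive = wells with under 100 cells, flagged as likely toxic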;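 also: U2OS cells stably carrying GPR55 and arrestin-GFP stimulated by 5 µM LPI near EC80; imaged beta-arrestin-GFP aggregate spots per cell after agonist stimulation; plate controls were LPI-stimulated DMSO wells for no effect and DMSO wells without LPI for full effect; some results filed as inactive read as strong as hits; confirmed hits need IC50 under 10 µM and bright autofluorescent wells are also inconclusive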
Dengue-2 NS5 capping pilot replicate – recorded beside Dengue-2 NS5 capping, whose call it bears; inhibition, %; measured here: pilot screen replicate inhibition
* hit, by the source's call; ? = inconclusive; . = no result given; [ ] = dose if it differs, or a comment. Some of the compounds tested, so the mix of outcomes need not match the whole.

SMILES	GPR55 beta-arrestin	GPR35 antagonists	NOD1 NF-kB reporter	Dengue-2 NS5 capping	KOR beta-arrestin-1	KOR beta-arrestin-2	HIV fusion peptide	West Nile virus CPE	GPR55 LPI antagonism	others
CCOC(=O)N1CCN(C(=O)CSc2ccc(-c3cccc(OC)c3)nn2)CC1	1.4%	-17%	-18%	-2%	2.3%	-35%	-0.2%	.	-1%
N#CCCn1cc(C(N)=O)c(-c2ccc3ccccc3c2)n1	-0.1%	12%	-40%	1%	-0.2%	-44%[20 µM]	0.5%	0.2%	1%	Dengue-2 NS5 capping pilot replicate=-2.4
COc1ccc(C(=O)NCCn2cc(SCC(=O)N3CCOCC3)c3ccccc32)cc1	0.0%	7%	-35%	3%	2.3%	-20%	1.5%	-0.2%	-3%
c1ccc(Cc2nnc3sc(-c4ccccn4)nn23)cc1	-0.3%	2%	-10%	0%	0.1%	-24%	-0.7%	0.3%	-1%
NC(=O)Nc1ccc(F)cc1	0.0%	4%	-11%	1%	-2.9%	-32%	0.2%	0.7%	13%
COC(=O)c1cc(-c2ccc(Br)cc2)c2c(=O)[nH]c(=O)n(C)c2n1	-0.1%	-16%	-3%	-8%	5.2%	-17%	0.8%	0.8%	11%
COC(=O)c1sc(-c2ccc(C(C)(C)C)cc2)cc1NC(=O)/C=C/C(=O)O	1.4%	6%	1%	65µM*	13%	-43%	44%	0.9%	-4%
Cc1ccc(OCCCSc2n[nH]c(N)n2)cc1	-0.1%	-11%	-24%	-4%	0.1%	-14%	1.8%	2.1%	6%
Oc1ccc(-c2nc(-c3ccc(O)c(O)c3)cs2)cc1	-0.3%	-18%	-43%	1%	7.9%	11%	-0.4%	3.2%	0%
CC(=O)Nc1ccc(N(C(=O)c2cnccn2)C(C(=O)NC2CCCCC2)c2ccc(O)cc2)cc1 (stereo unspecified)	-0.1%	2%	-18%	-3%	0.7%	3%	0.2%	0.2%	3%
COc1ccccc1Nc1nc(N)nc(CSc2nnc(C)s2)n1	0.0%	2%	-6%	-4%	0.3%	9%	1.5%	-0.2%	-2%
COc1ccc(O)c(/C=C(\C#N)C(=O)Nc2ccccn2)c1	-0.1%	2%	-6%	3%	-1.2%	-9%	2.6%	-0.2%	12%
CSc1ccc(C(=O)/C=C/c2ccc(N)cc2)cc1	0.5%	-2%	22%	-1%	-2.9%	23%	-1.2%	?	6%
Nc1ccc(-c2nc3ncccc3o2)cc1	-0.3%	-9%	-30%	-5%	-0.7%	-46%[20 µM]	3.4%	0.1%	6%	Dengue-2 NS5 capping pilot replicate=2.4
CCOc1cc(/C=C2\C(=N)N3N=C(S(C)(=O)=O)SC3=NC2=O)ccc1OCCOc1cccc(OC)c1	9.6%	1%	.	20%	3.7%	-24%	12µM*	-0.1%	4%
CCSc1ncc(Cl)c(C(=O)N(Cc2ccc(N(C)C)cc2)C2CCS(=O)(=O)C2)n1 (stereo unspecified)	-0.1%	5%	-9%	33%	-2.1%	14%	-0.4%	0.6%	6%
CCc1ccc(Nc2n[n+](-c3ccccc3)c(-c3c(Cl)cccc3Cl)s2)cc1	.	-48%	19%	6%	12%	-51%[20 µM]	-6.0%	?	45%
O=C(c1nn2c(C(F)(F)F)cc(-c3ccco3)nc2c1Br)N1CCCc2ccccc21	-0.4%	4%	-7%	.	-4.6%	22%	29%	1.8%	-9%
O=C(NC1C2CC3CC(C2)CC1C3)C1CC1 (stereo unspecified)	-0.2%	8%	-11%	3%	-4.2%	-22%	-1.6%	-0.4%	12%
CN(C)CCCN(C(=O)C1COc2ccccc2O1)c1nc2ccc(F)cc2s1 (stereo unspecified)	-0.3%	-8%	-30%	7%	3.1%	-31%	-1.1%	0.1%	-6%
NC(=O)CSCc1cccc(Br)c1	0.2%	23%	-10%	-1%	-6.7%	6%	-1.1%	0.4%	8%
Clc1cccc(CNCC2CCCO2)c1Cl (stereo unspecified)	0.2%	0%	-21%	-1%	3.8%	-21%	1.4%	-1.2%	12%
Cc1nnc(Nc2ccc(Cl)cc2)n(N)c1=O	-0.1%	4%	-7%	-4%	2.4%	27%	-1.1%	-0.3%	-3%
O=C(CSc1nnnn1-c1cccc2ccccc12)Nc1ccc(N2CCOCC2)c(Cl)c1	0.0%	-8%	-27%	-1%	-1.5%	1%	-2.0%	0.1%	-9%
CCN(C(=O)COC(=O)/C=C/c1ccc(O)c(OC)c1)C1CCS(=O)(=O)C1 (stereo unspecified)	0.2%	-18%	25%	-6%	-1.1%	-2%	-1.5%	0.2%	6%
O=C(O)CC(NC(=O)Cc1ccccc1)c1cc([N+](=O)[O-])ccc1Cl (stereo unspecified)	0.1%	-7%	-19%	.	-4.0%	-1%	-0.3%	0.4%	4%
COc1ccc2c(c1)C(c1cccs1)=NNC(c1cccnc1)=N2	0.1%	18%	-8%	0%	.	-19%[20 µM]	-1.9%	-0.2%	0%
Cc1ccccc1OCc1nc2ccccc2c(=O)n1/N=C/c1cccc([N+](=O)[O-])c1	-0.3%	-10%	80%*	-6%	12%	-20%	-0.1%	-0.8%	2%
CCCCOc1ccc(S(=O)(=O)Nc2ccc(NC(C)=O)cc2)cc1	-0.3%	-8%	24%	-5%	6.7%	27%	2.4%	-0.7%	0%	Dengue-2 NS5 capping pilot replicate=3.9
CC1=C(C#N)C(=O)NC(=O)/C1=C\c1ccc(-c2ccc(C)cc2[N+](=O)[O-])o1	0.0%	-3%	-39%	24%	-4.5%	-18%	43%	0.7%	-1%
CCC1Oc2ccc(C)cc2N(CC(=O)NCC2COc3ccccc3O2)C1=O (stereo unspecified)	-0.1%	-7%	4%	-5%	-8.5%	6%	0.0%	0.3%	6%
COc1ccc(C2CC(c3ccccc3C)n3nc(N)nc3N2)cc1 (stereo unspecified)	-0.3%	12%	9%	-1%	-2.8%	14%	-1.2%	0.2%	9%
CCC12CN3CC(CC)(CN(C1)C3c1c(O)ccc3ccccc13)C2=O (stereo unspecified)	-0.2%	2%	-23%	-1%	3.7%	-7%	-2.4%	0.2%	-7%
COc1ccc(NC(=O)CC23CC4CC(CC(C4)C2)C3)cn1	0.5%	-7%	-24%	-4%	-2.7%	-14%	-1.6%	-1.2%	14%
Cc1cccc(OCCCSc2nc3ccccc3[nH]2)c1	-0.1%	0%	8%	-11%	1.0%	8%	1.5%	0.1%	11%
Cc1cccc(OCC(=O)N2CCc3ccccc3C2)c1	0.8%	-14%	-41%	1%	-1.3%	-29%[20 µM]	0.0%	-0.3%	-2%
COc1ccc(C(=O)NCCC(=O)N2CCC3(CC2)NCCc2[nH]cnc23)cc1	-0.2%	0%	-8%	6%	1.9%	-17%	0.6%	-0.2%	9%
COc1ccc(-n2nc(C(=O)N(C)C3CCCCC3)c3ccccc3c2=O)c(OC)c1	-0.1%	0%	-6%	-16%	-1.7%	-18%	-1.0%	0.9%	-2%
CCOC(=O)c1c(C)[nH]c(C(=O)COC(=O)CCS(=O)(=O)c2ccc(C)cc2)c1C	0.2%	-26%	-19%	-2%	-0.5%	0%	2.3%	-0.1%	5%
O=C(CCn1c(=S)[nH]c2ccccc2c1=O)Nc1cccc(Cl)c1	-0.1%	-6%	-24%	-9%	0.4%	4%	1.5%	-0.4%	-5%
On1c(-c2ccco2)nc2c1CCc1nonc1-2	-0.3%	13%	-28%	-17%	7.9%	-3%	0.9%	-0.1%	3%
O=C(Cn1cc(S(=O)(=O)Cc2ccccc2)c2ccccc21)N1CCOCC1	0.3%	0%	14%	4%	5.4%	-2%	0.6%	0.0%	-49%
CC(C)[C@H](NC(=O)c1ccccc1)C(=O)OCC(=O)/C=C1/N(C)c2ccccc2C1(C)C	-0.3%	-2%	7%	-10%	3.6%	-4%	4.7%	?	12%
CCc1nc(SCC(=O)N2CCOCC2)c2c(=O)n(C)c(=O)n(C)c2n1	-0.1%	-12%	16%	-1%	-5.0%	6%	-1.2%	0.4%	-6%
COC(=O)Cc1c(C)nc(SCc2ccccc2)[nH]c1=O	-0.1%	13%	1%	-1%	-2.1%	18%	0.8%	-0.5%	10%
COc1cc(C(=O)N/N=C2\CCS(=O)(=O)c3ccc(F)cc32)cc(OC)c1OC	0.4%	5%	-15%	0%	0.2%	14%	0.0%	0.6%	3%
O=C(NCc1ccc(F)cc1)N[C@@H](Cc1ccccc1)C(=O)O	0.1%	-7%	11%	-12%	20%	33%	-0.4%	0.0%	4%
COC(=O)C(CCCCNC(=O)c1ccc([N+](=O)[O-])cc1)NC(=O)c1ccc([N+](=O)[O-])cc1 (stereo unspecified)	0.1%	6%	-1%	5%	-1.6%	-1%	-0.3%	-0.1%	9%
COc1cc2c(cc1OC)C(C(=O)Nc1ccc3c(c1)OCCO3)C(c1cccnc1)N(C)C2=O (stereo unspecified)	0.3%	-8%	-23%	-2%	-2.2%	7%	-0.8%	.	-1%
COc1ccc(-n2c(SCC(=O)N3CCCCC3)nc(O)cc2=O)cc1	0.4%	17%	3%	-6%	2.4%	-13%	-4.4%	0.1%	2%

Screening results: PubChem, several laboratories
